Bioassay records as filed in PubChem.
SUMO1-SIM PPI = modulators of human SUMO1-mediated protein-protein interactions. P63165. SUMO1 binding to a labelled peptide, TR-FRET, 1 h. inhibition, % at 20 µM. hit rate 0.33% among 360,000; in the data active = inhibition above about 37%
Target sequence (P63165 whole entry, looked up): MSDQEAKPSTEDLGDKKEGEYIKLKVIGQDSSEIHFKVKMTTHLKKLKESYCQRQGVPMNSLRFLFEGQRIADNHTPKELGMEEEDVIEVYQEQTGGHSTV
TbMetRS inhib = blocks T. brucei methionyl-tRNA synthetase activity. hit rate 0.4% among 360,000. inhibition, % at 11.9 µM. purified T. brucei MetRS, ATP depletion, Kinase-Glo luminescence;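 active = inhibition above a per-plate cutoff of the control wells' mean inhibition plus 3 SD, cut at about 5.5% in these data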;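 note: 0% = DMSO wells median and 100% = median of wells with control inhibitor compound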
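assay system = parasite MetRS enzyme | timing = 15 min preincubation, 2 h reaction, all 25 °C | evaluation = percent inhibition relative to median high and low control wells | medium = HEPES buffer containing pyrophosphatase, BSA, spermine, DTT | compound = single dose, 11.9 µM final nominal, 0.9% final DMSO | detection = Kinase-Glo luminescence, ATP depletion format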
Rpn11 inh = inhibitors of human proteasome Rpn11 | human 26S proteasome, Ub4-pepOG fluorescence polarization; 20S core pre-blocked with epoxomicin | calls only at 20 µM | hit rate 0.59% among 360,000;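 active = inhibition at 20 µM, scaled to each plate's controls, above about 33%, limit read from the data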
DNMT1 inh = blocks human DNA methyltransferase DNMT1; hit rate 0.83% among 360,000; AID 588458; DNMT1 molecular beacon, Hinp1I cleavage, fluorescence; inhibition (reported as % activation of signal), % at 10 µM; in the data active = inhibition above about 50%
Scp-1 inhibitor = Scp-1 (human) phosphatase inhibition. Recombinant Scp1, phosphopeptide, malachite green phosphate absorbance. inhibition, % at 20 µM. hit rate 0.88% among 340,000. AID 493091;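 active = inhibition above about 50% at 20 µM, limit read from the data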;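 note: plate controls were DMSO wells with enzyme for no effect and wells lacking enzyme for full effect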
Target sequence (Q9GZU7 76-261 limits assumed): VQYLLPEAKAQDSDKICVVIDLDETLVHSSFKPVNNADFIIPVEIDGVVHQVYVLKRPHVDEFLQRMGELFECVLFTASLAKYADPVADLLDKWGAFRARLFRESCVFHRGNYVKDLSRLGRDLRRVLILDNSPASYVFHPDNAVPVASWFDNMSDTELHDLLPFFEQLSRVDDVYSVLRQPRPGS
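System: SCP-1 catalytic domain; Reagent: Phospho 17-mer peptide substrate; Doses: one concentration, 20 µM, with 1.0% DMSO; Incubation: 45 min room-temperature reaction, 5 min colour, 30 min stabiliser; Signal: Phosphate-binding colour reagent, absorbance read at 630 nm.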
NadD block = NadD (S. aureus) enzyme inhibition; purified NadD enzyme, colorimetric absorbance read-out; inhibition, % at 20 µM; hit rate 0.78% among 360,000; AID 602399; in the data active = inhibition above about 26%; note: some compounds past the cut are filed as inactive
MsrA inh = inhibits bovine methionine sulfoxide reductase A. purified bovine MsrA, absorbance read-out. inhibition, % at 15.5 µM. hit rate 0.75% among 360,000. AID 651718; in the data active = inhibition above about 4.5%;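 note: 0% = vehicle wells with enzyme and 100% = reference inhibitor wells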
LMPTP inh = LMPTP (human) inhibition; recombinant LMPTP-A, OMFP fluorogenic substrate, fluorescence intensity; AID 651560; inhibition, % at 20 µM; hit rate 0.22% among 360,000;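 active = compounds that cut the enzyme signal by at least half of the control window in the single-dose screen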;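 note: plate controls were DMSO wells with enzyme plus substrate for no effect and substrate without enzyme for full effect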
Target sequence (P24666 whole entry, looked up): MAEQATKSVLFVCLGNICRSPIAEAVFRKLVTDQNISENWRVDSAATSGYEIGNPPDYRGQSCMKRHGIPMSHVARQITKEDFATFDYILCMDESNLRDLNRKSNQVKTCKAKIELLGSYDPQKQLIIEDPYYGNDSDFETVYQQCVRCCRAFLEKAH
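Assay system: LMPTP-A phosphatase enzyme | Input: 0.625 nM enzyme | Also added: Fluorogenic phosphatase substrate OMFP at 400 µM final | Compound dosing: One test concentration per compound, 20 µM, with 3% DMSO overall | Schedule: 50 min enzyme reaction at room temperature, protected from light | Signal: Fluorescence intensity | Benchmarks: no-enzyme and uninhibited controls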
STEP block = STEP (human) phosphatase inhibition | recombinant STEP, OMFP fluorogenic substrate, fluorescence | P54829 | hit rate 0.25% among 360,000 | inhibition, % at 20 µM;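 active = inhibition at 20 µM, scaled per plate between control wells, above about 37%, limit read from the data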;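 note: 0% = DMSO with enzyme and substrate and 100% = substrate only without enzyme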
Target sequence (P54829 whole entry, looked up): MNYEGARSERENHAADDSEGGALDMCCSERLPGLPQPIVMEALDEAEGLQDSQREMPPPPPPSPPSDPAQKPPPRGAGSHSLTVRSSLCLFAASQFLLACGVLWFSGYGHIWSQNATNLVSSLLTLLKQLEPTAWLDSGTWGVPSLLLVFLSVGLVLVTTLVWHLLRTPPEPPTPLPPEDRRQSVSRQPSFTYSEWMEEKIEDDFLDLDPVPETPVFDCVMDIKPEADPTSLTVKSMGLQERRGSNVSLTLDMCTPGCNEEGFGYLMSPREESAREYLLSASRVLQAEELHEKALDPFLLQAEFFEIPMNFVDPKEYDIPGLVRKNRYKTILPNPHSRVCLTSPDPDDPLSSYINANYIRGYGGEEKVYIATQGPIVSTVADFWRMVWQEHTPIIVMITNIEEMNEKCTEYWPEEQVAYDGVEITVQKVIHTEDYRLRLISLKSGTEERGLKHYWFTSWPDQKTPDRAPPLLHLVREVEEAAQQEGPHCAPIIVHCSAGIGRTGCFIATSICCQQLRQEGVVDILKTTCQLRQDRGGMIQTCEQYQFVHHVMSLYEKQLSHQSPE
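Material: STEP (striatal-enriched tyrosine phosphatase) enzyme, cell-free | Medium: 50 mM Bis-Tris pH 6.0 with 2.5 mM DTT and 0.005% Tween 20 | Read-out: Percent inhibition scaled to no-enzyme and uninhibited-enzyme controls, plate-pattern corrected | Signal: Fluorescence read at 480 nm ex / 540 nm em | Times: 20 min reaction, room temperature, in the dark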
CSN deneddyl inh = inhibitors of human CSN-mediated cullin deneddylation. Q92905. inhibition, % at 12.5 µM. Purified CSN, SCF-Nedd8-OG deneddylation, fluorescence polarization. hit rate 0.38% among 360,000;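 active = pattern-corrected inhibition above about 35%, with an unprinted fluorescence ratio check between 0.5 and 1.5, limit read from the data, passing the limit was not always enough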;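 note: 0% = enzyme with substrate and 100% = substrate without enzyme; some results filed as inactive read as strong as hits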
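Schedule: reaction 90 min, room temperature / Assay system: HEK293T-derived human Csn5 enzyme / Input: Csn5 at 0.24 nM final / Measure: inhibition of Csn5 cleavage, % / Control set: substrate-only high control, full reaction low control / Technique: fluorescence polarization of the substrate / Buffer or medium: Tris/NaCl/DTT buffer, pH 7.5 / Reagent: SCFSkp2-Nedd8OG substrate at 10 nM final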
The depositor's hits bear a star; i = inactive; nt = no result given.

SUMO1-SIM PPI	TbMetRS inhib	Rpn11 inh	DNMT1 inh	Scp-1 inhibitor	NadD block	MsrA inh	LMPTP inh	STEP block	CSN deneddyl inh	smiles
1	-0.1	i	-4	-3	-6	1.0	1.5	-4	0	CCCn1c(SCC(N)=O)nc2c(c1=O)C1(CCCC1)Cc1ccccc1-2
2	-1.1	i	1	4	-2	-0.5	-2.3	-1	3	O=c1c(-c2ccccc2Cl)c[nH]n1-c1ccccc1
12	-0.5	i	7	16	9	0.2	-2.1	-3	9	C[C@@H]1C[C@@H]2O[C@H]2/C=C\C=C\C(=O)Cc2c(Cl)c(O)cc(O)c2C(=O)O1
20	3.1	i	-1	6	-1	0.8	0.7	-1	0	COC(=O)N/N=C(\C)c1cccs1
-16	-0.9	i	5	4	2	0.9	-2.2	0	-12	Cc1csc(NC(=O)c2cc([N+](=O)[O-])cc([N+](=O)[O-])c2)n1
2	-0.1	i	1	-8	2	0.2	-1.7	-1	6	Cc1ccc(NC2=C(Cl)C(=O)OC2NC(=O)c2ccccc2)cc1 (centres undefined)
5	-2.2	i	3	-12	-6	0.2	-0.3	1	1	CS(=O)(=O)Nc1ccc(C(=O)N2CC(=O)Nc3ccccc32)cc1
7	0.7	i	-2	-8	4	-0.7	-2.5	0	8	CN1CC(C(=O)Nc2ccc(F)c(Cl)c2)CC1=O (centres undefined)
2	-0.5	i	-1	-6	-7	1.1	0.0	1	-6	CSCCC(NC(=O)COc1ccccc1)C(=O)N(C)Cc1ccc(SC)cc1 (centres undefined)
1	0.5	i	-1	-10	1	0.4	-0.3	-3	-8	COc1ccc(-n2c(=S)[nH]c(=O)c3cccnc32)cc1
-4	0.0	i	4	2	-5	1.8	-0.9	0	-3	Cc1ccc2nc(SCC(=O)NCCc3ccccc3)nc(=O)n2c1
-5	-0.7	i	-5	-11	11	0.7	3.0	2	-2	O=C(/C=C/c1cccs1)Nc1nc(-c2ccccc2)cs1
-2	-0.3	i	-10	-11	-12	1.6	4.3	-1	-4	O=C(NCCn1cc(SCc2ccc(F)cc2)c2ccccc21)c1c(F)cccc1F
-5	0.6	i	19	-7	12	-0.2	0.5	4	1	COc1ccc2c(c1)CC1c3c(cc4c(c3-2)OCO4)CC[N+]1(C)[O-] (centres undefined)
4	-1.1	i	1	-1	-1	0.7	-2.3	-5	105*	CCC(=O)Nc1nc(C)c(Oc2ccccc2)c(=O)[nH]1
-14	-0.5	i	3	-6	-5	5.6*	-0.9	-3	6	Cc1ccc(/C=N/NC(=O)c2ccco2)s1
-2	-0.2	i	2	-9	2	0.7	-1.0	6	5	Cc1ccc(C(=O)N/C(=C/c2cccnc2)C(=O)N2CCCCCC2)cc1
1	-0.6	i	-2	4	-10	0.3	0.7	0	3	COc1ccc(CN2CCCCC2C(=O)Nc2ccc(OC)c(OCC(C)C)c2)cc1OC (centres undefined)
1	0.0	i	-3	-1	-2	-0.4	-0.3	-1	-2	CC(C)[C@H](NC(=O)[C@@H]1CSC2c3ccccc3C(=O)N21)C(=O)NCc1ccco1 (some centres undefined)
5	-1.5	i	-9	7	33*	nt	13	2	26	CC[C@]12c3[nH]c4cc(-c5ccco5)ccc4c3CCN1C(=O)[C@@H](CC(=O)NCCC1=CCCCC1)C[C@@H]2C(=O)N1CCN(C(=O)c2ccco2)CC1
3	-0.9	i	-6	2	-4	1.3	1.6	-5	-5	Oc1ccccc1-c1cc(-c2ccccc2Cl)[nH]n1
5	0.6	i	0	-7	-2	0.6	-0.7	2	-1	O=C(CCSc1ccc(Cl)cc1)NCc1ccncc1
-4	-1.8	i	2	8	3	1.1	1.1	2	-10	CCn1c(COc2cccc3cccnc23)nnc1SC(F)F
4	-0.5	i	2	4	-5	-0.9	-0.7	-4	0	COc1ccc(C(=O)NCc2csc(C)n2)cc1OC1CCN(C(C)=O)CC1
-9	-0.5	i	-6	3	1	-0.7	0.9	-2	0	Cc1cccc(N(C(=O)c2snc(C(N)=O)c2N)C(C(=O)NCC2CCCO2)c2c[nH]c3ccccc23)c1 (centres undefined)
-1	0.2	i	-1	0	9	-0.7	-1.2	5	1	COc1ccc2c(c1)C(C)CC(C)(C)N2C(=O)CSc1ncn[nH]1 (centres undefined)
4	-0.5	i	0	-2	-6	-0.6	-0.2	0	-5	CCOc1ncccc1C(=O)OCC(=O)NCCCc1ccccc1
3	-0.4	i	-1	-6	-7	2.5	4.6	3	-4	O=C1C=C(c2ccc(Oc3ccccc3)cc2)C[C@@H](c2ccc(F)cc2)C1
10	-0.2	i	30	86*	7	1.1	62*	59*	6	O=C(NN=Cc1ccccc1O)NN=Cc1ccccc1O
-6	-1.6	i	-1	-5	4	0.3	-1.6	1	-1	O=C(NCCCCNC(=O)c1ccc(F)cc1)c1ccc(F)cc1
2	-0.1	i	-4	-12	-1	-0.5	0.0	-2	-1	CN(C)CCN[C@H]1CCC2C3CC=C4C[C@@H](O)CC[C@]4(C)C3CC[C@@]21C (some centres undefined)
0	-0.2	i	3	-12	2	-0.7	-1.5	-1	1	CCC(C)NC(=O)C1CCN(S(=O)(=O)CC)CC1 (centres undefined)
2	-0.3	i	-5	-2	-3	0.7	1.4	-1	1	CCC(=O)N1CCc2cc(Br)cc(S(=O)(=O)N3CCCCCC3)c21
-2	0.7	i	3	-15	-5	-1.0	-1.4	2	-12	O=c1[nH]c(CSc2ccccn2)nc2c1cnn2-c1ccccc1
1	0.1	i	-1	-11	-5	-0.6	-2.7	-1	-12	CCCc1nnc(NC(=O)CCC(=O)N2CCN(C3c4ccccc4-c4ccccc43)CC2)s1
-5	-0.1	i	23	-9	11	-0.1	0.0	1	3	O=C(CSc1ncnc2c1oc1ccccc12)Nc1nc2ccccc2s1
6	-0.9	i	6	nt	-4	-0.1	-1.4	1	5	C[C@H]1CN([C@@H](C)CO)C(=O)CCCn2nncc2CO[C@@H]1CN(C)S(=O)(=O)c1ccc(Oc2ccccc2)nc1
5	-0.3	i	0	-2	-3	-0.6	2.0	2	3	O=C(NC(=S)Nc1ccccc1N1CCOCC1)c1ccc(Br)cc1
-18	-0.1	i	9	0	-3	-0.4	-0.8	4	3	O=C(Cc1cccc([N+](=O)[O-])c1)Nc1ccc(C(=O)N2CCOCC2)cc1
-11	-0.9	i	-2	-5	2	-0.5	2.6	4	-1	FC(F)(F)c1cccc(-c2ccc(-c3csnn3)o2)c1
4	-1.1	nt	nt	nt	nt	1.8	-1.5	nt	1	COC(=O)C[C@@H]1CC[C@@H](NC(=O)NC2CCCC2)[C@@H](CO)O1
9	0.0	i	-9	-10	22	1.5	4.8	-1	2	CCOc1cc(/C=N/NC(=O)c2cc(-c3cccc(OC)c3)nc3ccccc23)ccc1O
4	-0.1	i	0	-10	1	-0.1	-0.8	0	-4	COc1ccc(C(CNC(=O)c2cccc(S(=O)(=O)N3CCOCC3)c2)N2CCOCC2)cc1 (centres undefined)
5	-0.2	nt	nt	nt	11	2.1	-1.6	nt	0	O=C1NC[C@@H](CCCCN2C[C@H](Cc3ccccc3)N(CCc3ccc(O)cc3)C(=O)C2=O)N(CCc2ccccc2)C1=O
11	-0.3	i	2	5	-5	0.9	-0.9	-4	-2	CCCCc1ccc(NC(=O)NCc2ccccn2)cc1
1	-0.2	i	-2	-5	3	-0.3	-1.9	-2	6	CC(C)[C@H](NC(=O)c1ccccc1F)C(=O)Nc1ccc2c(c1)OCO2
-89	-0.2	i	2	-5	-3	0.4	-1.0	-1	0	O=C(CSc1ncnc2c1oc1ccccc12)Nc1cccc(F)c1
0	-0.7	i	1	-1	5	0.3	-2.1	-4	-5	COc1ccc(C(=O)N/C(=C\c2ccccc2)C(=O)NC(CC(C)C)C(=O)O)cc1 (centres undefined)
-7	-0.3	i	-10	6	5	-0.8	-3.1	-1	-5	CCCOC(=O)CN1C(=O)c2ccccc2C1=O
-1	-0.6	i	9	-5	-2	-0.4	1.2	0	0	COc1ccc(C(=O)NNC(=S)NC2CCCCC2)cc1OC
0	-0.4	i	-1	-3	0	-0.6	-0.8	1	3	CCSc1nnc(CNc2ccc(F)cc2)n1CC1CCCO1 (centres undefined)
11	-0.4	i	-24	-10	16	0.8	4.4	-1	-1	CCOC(=O)C1=C(CSc2nc3c(cc2C#N)CN(C)CC3)OC(N)=C(C#N)C1c1ccc(F)cc1 (centres undefined)
2	-0.6	i	1	-1	-7	0.4	-1.3	0	-3	CCOc1ccc(CN2CCN(CCCc3ccccc3)C(CCO)C2)cc1 (centres undefined)
1	-1.5	i	5	-1	0	-1.5	1.8	2	-14	Cc1c(NC(=O)CSc2nnnn2-c2ccc(C(=O)O)cc2)c(=O)n(-c2ccccc2)n1C
-1	-0.8	i	11	-4	3	-0.8	43	-1	2	CCOc1ccc(/C=N/NC(=O)c2nnn(-c3nonc3N)c2COc2ccc(F)cc2)cc1
2	-0.4	nt	nt	nt	nt	0.2	0.8	nt	-2	COC(=O)[C@@]12C[C@@H](CC(=O)NCc3ccc(OC)c(OC)c3)C(=O)N(Cc3ccc4c(c3)OCO4)C1=CCC(C)(C)C2
-17	-0.1	i	-3	nt	0	-1.2	-5.1	12	1	Cc1onc(-c2ccccc2)c1C(=O)OCC(=O)c1ccc(F)cc1

Structural class: the compounds so far with a nitro group on carbon (2)
SUMO1-SIM PPI	TbMetRS inhib	Rpn11 inh	DNMT1 inh	Scp-1 inhibitor	NadD block	MsrA inh	LMPTP inh	STEP block	CSN deneddyl inh	smiles
-16	-0.9	i	5	4	2	0.9	-2.2	0	-12	Cc1csc(NC(=O)c2cc([N+](=O)[O-])cc([N+](=O)[O-])c2)n1
-18	-0.1	i	9	0	-3	-0.4	-0.8	4	3	O=C(Cc1cccc([N+](=O)[O-])c1)Nc1ccc(C(=O)N2CCOCC2)cc1

MsrA inh: what is marked active above
SUMO1-SIM PPI	TbMetRS inhib	Rpn11 inh	DNMT1 inh	Scp-1 inhibitor	NadD block	MsrA inh	LMPTP inh	STEP block	CSN deneddyl inh	smiles
-14	-0.5	i	3	-6	-5	5.6*	-0.9	-3	6	Cc1ccc(/C=N/NC(=O)c2ccco2)s1
